# BRCA1 expr up = BRCA1 expression activation; MCF7-BRCA1-FFLuc reporter, luminescence, 48 h; response scale: scaled: vehicle 0%, 10 µM genistein 100%; Potency, µM (top dose mostly 46.1 µM), without a hit: at the top dose activation, usual class: activators; actives 1.1% (n = 380,000); further: potency means the concentration at half of the fitted maximal effect; nearly all actives have a fitted effect of over 80% in size; some results filed as inactive show a strong effect at the top dose
#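 Compounds are tested at multiple concentrations on MCF7 BRCA1-luciferase reporter cells seeded at 2000 per well; after 48 h, a single luminescence end-point is taken and curves fitted to the normalized data.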
# Menin MLL FP TR = menin-MLL binding inhibition, Texas Red mutant peptide; O00255; Menin + Texas Red MLL mutant peptide, fluorescence polarization; Potency, µM (top dose mostly 61.6 µM), inactives show at the top dose FP activity change, negative = inhibition, usual class: inhibitors; actives 0.23% (n = 270,000); active means well fitted inhibition curve with a large enough effect in the polarisation, with a control signal flat, not every such curve was filed as active; inconclusive means small, poorly fitted or top-dose-only effect, or effect the other way, or a change in a side signal; inactive means no such curve, though single readings can be large or run the other way; the % refers to the polarisation; further: potency means the concentration at half of the fitted maximal effect; % of control where 0% means no effect; many of its hits are not listed in these tables
# NPC1 prom act = NPC1 promoter activation | Huh7 NPC1 promoter luciferase reporter, 24 h | Potency, µM (highest dose often 9.22 µM), without a hit: at the highest dose activation, most hits filed as activators | actives 2.4% (n = 320,000) | AID 485313;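 further: potency means the concentration at half of the fitted maximal effect; % of control where 0% means no effect; nearly all actives have a fitted effect of over 60% in size; reporter is driven by a mutant NPC1 promoter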
#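 NPC1 promoter–luciferase Huh7 cells; 24 h compound; luminescence.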
# ELG1 genotox = inducers of genotoxicity in HEK293T ELG1-luciferase cells. HEK293T ELG1-luciferase reporter, luminescence, 16 h. Potency, µM (doses to about 46 µM), for inactives: at the top dose activity change, positive = activation, usual class: activators. actives 1.3% (n = 330,000); further: potency means the concentration at half of the fitted maximal effect; % of control where 0% means no effect; nearly all actives have a fitted effect of over 60% in size
#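 Cells (2,000/well) expressing the ELG1-luciferase fusion are dosed by pin tool and kept 16 hr at 37 °C, 5% CO2. Signal comes from ONE-Glo luciferase reagent after 30 min at room temperature.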
# RORg inh = inhibitors of mouse ROR gamma transcriptional activity; Drosophila S2 Gal4-RORgamma UAS-luciferase reporter, 20 h; actives 5.4% (n = 310,000); P51450; AID 2551; Potency, µM (series often up to 53.6 µM), for the others: at the top dose activity change, negative = inhibition, most hits filed as inhibitors; further: potency means the concentration at half of the fitted maximal effect; on the % scale 0 is the no-effect control and ±100 the full control effect; nearly all actives have a fitted effect of over 60% in size
# Target sequence (P51450 whole entry, looked up, the tested form may be a part): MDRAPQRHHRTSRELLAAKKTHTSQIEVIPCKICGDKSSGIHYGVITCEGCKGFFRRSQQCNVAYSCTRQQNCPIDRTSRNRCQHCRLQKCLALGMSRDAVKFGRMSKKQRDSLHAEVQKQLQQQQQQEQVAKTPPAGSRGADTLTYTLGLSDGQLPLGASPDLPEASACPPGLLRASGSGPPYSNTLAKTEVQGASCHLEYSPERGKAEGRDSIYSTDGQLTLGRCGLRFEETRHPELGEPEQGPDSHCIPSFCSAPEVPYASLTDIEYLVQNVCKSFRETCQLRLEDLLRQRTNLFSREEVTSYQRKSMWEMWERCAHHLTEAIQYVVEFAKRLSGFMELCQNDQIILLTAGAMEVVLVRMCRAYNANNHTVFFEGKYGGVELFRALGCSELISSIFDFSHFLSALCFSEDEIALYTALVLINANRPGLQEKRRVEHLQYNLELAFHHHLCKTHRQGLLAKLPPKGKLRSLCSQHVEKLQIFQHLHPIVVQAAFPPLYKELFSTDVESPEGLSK
#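 ROR gamma transcriptional activity was tracked as Gal4-UAS luciferase output in stably transfected Drosophila Schneider cells, with compound added 1 hr before 700 uM copper sulfate induction and a 20 hr ambient-temperature incubation.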
# p53 reactivation = restores transcriptional activity of mutant p53 | AID 504706 | Potency, µM (titrated, usually from 92.2 µM), for inactives: at the highest dose activity change, positive = activation, usual class: activators | actives 0.063% (n = 320,000) | H1299 p53-A138V BP100-luciferase reporter, luminescence, 24 h; further: potency means the concentration at half of the fitted maximal effect; % of control where 0% means no effect; nearly all actives have a fitted effect of over 45% in size
#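 p53-null H1299 cells stably carrying temperature-sensitive p53-A138V and a BP100-luciferase reporter were pinned with compounds (4-point, 1:5 series) and held 24 hrs at 37 deg C. Luminescence was read 10 min after detection reagent.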
# Gal4-VP16 FLuc = Gal4-VP16 reporter inhibition counter-screen; Potency, µM (top dose mostly 53.6 µM), inactives show at the top dose activity, negative = inhibition, actives largely listed as inhibitors; Drosophila S2 Gal4-VP16 UAS-luciferase, luminescence, 20 h; actives 3.5% (n = 310,000);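 further: Gal4-VP16 expression switched on by copper sulfate through the metallothionein promoter; potency means the concentration at half of the fitted maximal effect; on the % scale 0 is the no-effect control and ±100 the full control effect; nearly all actives have a fitted effect of over 50% in size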
# FLuc counter = counter-screen for miR-21 project: firefly luciferase inhibitors or activators; P08659; purified FLuc, Km substrates, luminescence inhibition; Potency, µM (titrated, usually from 57.5 µM), inactives show at the highest dose activity change, negative = inhibition, most hits filed as inhibitors; actives 6.9% (n = 360,000);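 further: potency means the concentration at half of the fitted maximal effect; plate controls were vehicle for no effect and reference inhibitor for full effect; nearly all actives have a fitted effect of over 55% in size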
#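 Purified P. pyralis luciferase, 10 nM final, with Km-level 10 uM D-luciferin and 10 uM ATP in 50 mM Tris acetate pH 7.5, 10 mM Mg acetate, 0.01% Tween-20, 0.05% BSA; 6-point qHTS titration about 60 µM downward; luminescence read.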
# Giardia killer = Giardia lamblia killing; Giardia lamblia trophozoite viability; activity change, % at 7.66 µM, hits read low; actives 0.15% (n = 340,000); AID 540267; in the data active means activity change below about -80%; inconclusive means between about -30% and that limit;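 further: parasites exposed to compound for two days anaerobically before the ATP read; on the % scale 0 is the no-effect control and ±100 the full control effect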
#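 Killing of trophozoites was scored by loss of ATP luminescence after a 48 hrs anaerobic exposure to compounds at 37 deg C, using 100 cells per well.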
# PKM2 act = increases activity of human pyruvate kinase M2 | P14618 | Potency, µM (doses to about 57.5 µM), without a hit: at the highest dose activation, usual class: activators | AID 1631 | actives 0.34% (n = 260,000) | purified PKM2, Kinase-Glo ATP luminescence, activation; response scale: 0% is enzyme alone, no compound; further: potency means the concentration at half of the fitted maximal effect; on the % scale 0 is the no-effect control and ±100 the full control effect; nearly all actives have a fitted effect of over 55% in size
# Target sequence (P14618 whole entry, looked up): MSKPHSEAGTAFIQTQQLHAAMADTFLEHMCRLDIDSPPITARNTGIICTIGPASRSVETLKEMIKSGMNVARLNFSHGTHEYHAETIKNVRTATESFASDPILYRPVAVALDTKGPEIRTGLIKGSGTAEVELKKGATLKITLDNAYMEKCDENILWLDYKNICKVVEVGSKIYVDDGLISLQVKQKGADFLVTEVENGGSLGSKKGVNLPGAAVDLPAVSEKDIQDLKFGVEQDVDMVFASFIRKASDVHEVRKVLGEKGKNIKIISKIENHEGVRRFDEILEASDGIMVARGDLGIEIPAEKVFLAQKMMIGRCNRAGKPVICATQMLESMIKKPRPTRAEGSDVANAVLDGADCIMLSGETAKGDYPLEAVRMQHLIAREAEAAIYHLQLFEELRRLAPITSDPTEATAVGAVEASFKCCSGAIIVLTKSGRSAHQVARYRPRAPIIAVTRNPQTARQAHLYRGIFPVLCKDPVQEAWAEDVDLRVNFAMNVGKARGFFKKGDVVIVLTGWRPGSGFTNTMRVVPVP
#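 Kinase-Glo luminescence reports ATP generated from ADP (0.1 mM) and PEP (0.5 mM) by purified hPK-M2 after 1 h at room temperature, pH 7.2 imidazole buffer; intermediate enzyme activity allows detecting inhibitors and activators.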
# Rab9 prom act = activators of Rab9 promoter; actives 2.8% (n = 320,000); Huh7 Rab9 promoter-luciferase reporter, luminescence, 24 h; Potency, µM (doses to about 9.22 µM), for inactives: at the highest dose activation, negative = inhibition, hits mostly activators; further: potency means the concentration at half of the fitted maximal effect; % of control where 0% means no effect; nearly all actives have a fitted effect of over 60% in size
#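 Huh7 reporter line, Rab9 promoter upstream of luciferase. Compound exposure 24 h at 37 °C in reduced-serum medium with 10% FBS. Read-out: luminescence.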
# * = called active by the depositor; u = inconclusive; x = not tested or not shown; [ ] = remark or other dose. Unless noted, the call rests on the fitted dose curve; in most records, active means well fitted curve in the direction sought with a large enough effect; inconclusive means small, poorly fitted or top-dose-only effect, or another doubt; inactive means no such curve, though single readings can be large; an effect the other way counts as inactive or inconclusive. The list is partial (hit frequency here may not be typical).
SMILES,BRCA1 expr up,Menin MLL FP TR,NPC1 prom act,ELG1 genotox,RORg inh,p53 reactivation,Gal4-VP16 FLuc,FLuc counter,Giardia killer,PKM2 act,Rab9 prom act
COc1cc(C(=O)NC2CC3CCCC(C2)N3CC(=O)Nc2ccccc2)cc(OC)c1OC (configuration not stated),-25%,-12%,-1%,-10%,19%,-5%,3%,2%[2.3 µM],7,-7%,7%
Cn1c(SCC(=O)NCc2ccco2)nc2ccccc2c1=O,0%,0%,-2%,-3%,44%,u,-5%,0%,-18,2%,0%
NC(=O)c1ccccc1OCC(=O)N1CCC(Cc2ccccc2)CC1,-25%,x,-15%,1%,x,-5%,x,1%,-18,x,-29%
Cc1cc(S(=O)(=O)N2CCCC2)ccc1OCC(=O)NCc1ccccn1,-11%,-15%,-4%,-3%,40%,-2%,-7%,-2%,13,19%,2%
CCn1c(C)c(CS(=O)(=O)c2ccccc2)[nH]c1=O,-28%,2%,1%,0%,u,-14%,u,-19%,-18,10%,-6%
Cc1ccc(C(=O)Nc2c(N)nc(SCC(=O)NCC3CCCO3)[nH]c2=O)cc1 (configuration not stated),18%,-11%,-4%,0%,0%,3%,-6%,-8%,15,0%,15%
Cc1ccccc1Cn1c(O)c(N=NC(=S)Nc2ccccc2F)c2ccccc21,-37%,u,-7%,-8%,2.5µM*,2%,u,0%,-6,-3%,3%
CC(C)NC(=O)NS(=O)(=O)c1cnccc1NC1CC2CCC1C2 (configuration not stated),5%,-1%,-4%,0%,-11%,7%,2%,5%,0,-1%,11%
Cc1cc(NC(=O)CSc2nnc(-c3ccco3)n2Cc2ccccc2)no1,-24%,-7%,-1%,0%,-34%,-1%,3%,-1%,-13,0%,0%
COc1cccc(CNC(=O)CSc2ccc(-c3ccccn3)nn2)c1,4%,-4%,0%,-12%,-18%,4%,-2%,-2%,4,8%,0%

# Complete entries, quoted from the list:
# Cc1ccccc1Cn1c(O)c(N=NC(=S)Nc2ccccc2F)c2ccccc21 is entered as BRCA1 expr up = -37%; Menin MLL FP TR = u; NPC1 prom act = -7%; ELG1 genotox = -8%; RORg inh = 2.5µM*; p53 reactivation = 2%; Gal4-VP16 FLuc = u; FLuc counter = 0%; Giardia killer = -6; PKM2 act = -3%; Rab9 prom act = 3%
# COc1cccc(CNC(=O)CSc2ccc(-c3ccccn3)nn2)c1 is entered as BRCA1 expr up = 4%; Menin MLL FP TR = -4%; NPC1 prom act = 0%; ELG1 genotox = -12%; RORg inh = -18%; p53 reactivation = 4%; Gal4-VP16 FLuc = -2%; FLuc counter = -2%; Giardia killer = 4; PKM2 act = 8%; Rab9 prom act = 0%

# A portion taken from the entries so far, for reference:
SMILES,BRCA1 expr up,Menin MLL FP TR,NPC1 prom act,ELG1 genotox,RORg inh,p53 reactivation,Gal4-VP16 FLuc,FLuc counter,Giardia killer,PKM2 act,Rab9 prom act
COc1cc(C(=O)NC2CC3CCCC(C2)N3CC(=O)Nc2ccccc2)cc(OC)c1OC (configuration not stated),-25%,-12%,-1%,-10%,19%,-5%,3%,2%[2.3 µM],7,-7%,7%
Cn1c(SCC(=O)NCc2ccco2)nc2ccccc2c1=O,0%,0%,-2%,-3%,44%,u,-5%,0%,-18,2%,0%
NC(=O)c1ccccc1OCC(=O)N1CCC(Cc2ccccc2)CC1,-25%,x,-15%,1%,x,-5%,x,1%,-18,x,-29%
Cc1cc(S(=O)(=O)N2CCCC2)ccc1OCC(=O)NCc1ccccn1,-11%,-15%,-4%,-3%,40%,-2%,-7%,-2%,13,19%,2%
CCn1c(C)c(CS(=O)(=O)c2ccccc2)[nH]c1=O,-28%,2%,1%,0%,u,-14%,u,-19%,-18,10%,-6%
Cc1ccc(C(=O)Nc2c(N)nc(SCC(=O)NCC3CCCO3)[nH]c2=O)cc1 (configuration not stated),18%,-11%,-4%,0%,0%,3%,-6%,-8%,15,0%,15%
Cc1ccccc1Cn1c(O)c(N=NC(=S)Nc2ccccc2F)c2ccccc21,-37%,u,-7%,-8%,2.5µM*,2%,u,0%,-6,-3%,3%
CC(C)NC(=O)NS(=O)(=O)c1cnccc1NC1CC2CCC1C2 (configuration not stated),5%,-1%,-4%,0%,-11%,7%,2%,5%,0,-1%,11%
Cc1cc(NC(=O)CSc2nnc(-c3ccco3)n2Cc2ccccc2)no1,-24%,-7%,-1%,0%,-34%,-1%,3%,-1%,-13,0%,0%

# (further entries)
SMILES,BRCA1 expr up,Menin MLL FP TR,NPC1 prom act,ELG1 genotox,RORg inh,p53 reactivation,Gal4-VP16 FLuc,FLuc counter,Giardia killer,PKM2 act,Rab9 prom act
Cc1cccc(CCNC(=O)C2CCC(=O)N2Cc2ccc(F)cc2)c1 (configuration not stated),3%,3%,-2%,-6%,1%,1%,-7%,0%,-6,-1%,2%
COC(=O)CSc1nnc(SCc2ccc(Cl)cc2)s1,-18%,u,0%,2%,u,-3%,-1%,17µM*,-16,7%,-4%
COc1ccc(NC(=O)C2CCN(S(=O)(=O)c3ccc(N4CCCC4=O)cc3)CC2)c(OC)c1,7%,-8%,-2%,-1%,u,-3%,u,5%,-14,2%[0.46 µM],0%
CCC(C(=O)NCc1ccncc1)c1ccccc1 (configuration not stated),-11%,-9%,-4%,0%,0%,-1%,0%,7%,3,3%,-12%
CCC1CCCCN1C(=O)COc1cc(=O)n(C)c2ccccc12 (configuration not stated),-48%,-16%,4%,4%,-13%,0%,-2%,-3%,0,-11%,1%
Cc1nonc1C(=O)N/N=C/c1ccc([N+](=O)[O-])o1,-54%,14%,-2%,-5%,u,-8%,u,-11%,-16,-11%,-1%
C/C(=C\c1ccccc1)CN(C)CCN(C)C,x,-13%,2%,3%,-11%,-17%,-5%,6%,x,-3%,0%
COc1cccc(CN2CC(C(=O)NC3(c4ccccc4)CC3)CCC2=O)c1 (configuration not stated),-5%,x,-4%,10%,u,13%,0%,6%,23,-8%,3%
O=C(O)c1cnn2c1NC(c1ccc(F)cc1)CC2C(F)(F)F (configuration not stated),-18%,17%,-3%,0%,36%,0%,-2%,12%,-8,-7%,-6%
CCN1CCN(C(=O)CCc2nc3ccccc3c(=O)[nH]2)CC1,2%,4%,3%,4%,1%,-4%,0%,1%,38[activator],-2%,5%
O=S(=O)(Nc1cccc(-c2cn3cccnc3n2)c1)c1ccc(-c2ccccc2)cc1,-50%,u,-6%,-10%,u,-2%,u,-10%,21,-12%,2%
O=C(COC(=O)c1cccnc1Cl)NCC1CCCO1 (configuration not stated),-3%,0%,-1%,0%,-24%,0%,-1%,0%,-12,3%,-5%
COc1ccc([C@H]2CC(=O)C=C(C#CC(C)(C)C)C2)cc1,-1%,x,5%,3%,x,19%,x,-3%,-10,x,2%
O=C(/C=C\Nc1ccccn1)c1ccccc1,-7%,-3%,0.63µM*,0.52µM*,5µM*,u,13µM*,0.67µM*,-6,-34%,0.35µM*
CCn1c(COc2ccc(C)cc2)nnc1SCC(=O)Nc1cc(OC)ccc1OC,-27%,-6%,0%,-11%,-15%,1%,0%,4%,-9,2%,12%
Cc1cc(NC(=O)Nc2ccc(Cl)cc2)n(C(C)(C)C)n1,2%,17%,2%,-4%,11%,11%,-7%,2%,-3,x,0%
CC(C)Oc1ccccc1OCCN(C)C,30%,-2%,-1%,1%,-3%,8%,-1%,4%,-10,-14%,2%
CCCCNC(=S)N(C)/N=C/c1ccc(OCc2ccc(C(=O)OC)cc2)c(OC)c1,-27%,-19%,-8%,-1%,-25%,-5%,1%,-2%,-6,-15%,-4%
Cc1[nH]c2ccccc2c1C(=O)CN1CCC2(CC1)OCCO2,1%,3%,-2%,-1%,-13%,-7%,-10%,2%,5,-3%,-7%
CN(C)/C=C(/C(=O)c1ccc(F)cc1)S(=O)(=O)c1ccc(F)cc1,86%,7%,0%,19%,21%,0%,-1%,-16%,-14,-1%,2%
CCN(CC(=O)Nc1ccc(NC(C)=O)cc1)C(=O)c1cc(S(=O)(=O)N2CCCCCC2)ccc1OC,-17%,x,-3%,2%,x,-2%,x,-14%,-21,x,-10%
O=C(Nc1ccc([N+](=O)[O-])cc1)c1cc(-c2ccccn2)nc2c(Cl)cccc12,-20%,20%,1%,0%,16%,-2%,-4%,2%,3,-26%,-2%
Cc1cc(NC(=O)CSc2ccc3nnc(-c4ccccc4)n3n2)no1,-13%,-7%,-3%,0%,12%,-9%,5%,-2%,-5,u,17%
Nc1nc(-c2ccccc2)c(-c2ccccc2)n1N,10%,-18%,3%,2%,0.4µM*,6%,1.4µM*,-10%,9,x,2%

# Screening results from PubChem BioAssay.
